Screening results from PubChem BioAssay.
tim10-1 inh = growth inhibitors of tim10-1 mutant yeast; S. cerevisiae tim10-1 ts strain growth, BacTiter-Glo, 24 h; inhibition, % at 20 µM; 330,000 compounds, 2.2% hits; AID 463190;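 active means inhibition of at least 40%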;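 further: mutant grown at 25 °C; 0% = DMSO wells with yeast and 100% = wells holding no yeast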
UPR XBP1 act = adaptive UPR (XBP1) activation; CHO-XBP1 luciferase reporter, IRE1-XBP1 UPR activation, luminescence; percent of tunicamycin response, DMSO as zero; activation, % at 20 µM; 330,000 compounds, 0.33% hits; AID 463104;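 active means versus positive control, 20 µM dose yields 30% or more activation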;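 further: 100% = tunicamycin at 10 µg/mL and 0% = DMSO only wells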
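Assay system: CHO-XBP1 luciferase reporter cells; Schedule: 6 h treatment, 37 °C; Detection: glow luminescence from Steady-Glo reagent; Benchmarks: high control tunicamycin 10 µg/mL final, low control DMSO vehicle only.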
Mdm2-MdmX inh = human Mdm2/MdmX binding inhibition; inhibition, % at 8 µM; 330,000 compounds, 3% hits; SaOS-2 split-luciferase Mdm2/MdmX complementation, luminescence;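 active means inhibition of at least 50% at 8 µM in the primary screen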
CXCR6 block = blocks human CXCR6 beta-arrestin recruitment. O00574. CHO-K1 PathHunter CXCR6 beta-arrestin, luminescence. inhibition, % at 20 µM. 360,000 compounds, 0.36% hits. AID 602244; in the data active means inhibition above about 34%, passing the limit was not always enough;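 further: antagonist mode with CXCL16 agonist at 10 nM final; 0% = 10 nM CXCL16 with DMSO and 100% = unstimulated wells without agonist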
Target sequence (O00574 whole entry, looked up): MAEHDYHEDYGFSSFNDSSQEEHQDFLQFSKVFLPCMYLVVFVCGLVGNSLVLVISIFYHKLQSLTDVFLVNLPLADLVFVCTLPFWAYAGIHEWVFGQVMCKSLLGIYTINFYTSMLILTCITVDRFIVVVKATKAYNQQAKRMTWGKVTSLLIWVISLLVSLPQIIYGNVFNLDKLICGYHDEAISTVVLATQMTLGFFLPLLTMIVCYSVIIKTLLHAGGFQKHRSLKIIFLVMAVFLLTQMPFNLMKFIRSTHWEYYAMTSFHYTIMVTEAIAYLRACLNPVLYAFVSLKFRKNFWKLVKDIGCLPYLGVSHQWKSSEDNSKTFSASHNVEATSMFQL
APJ antagonist = APJ receptor antagonism | P35414 | CHO-K1 APJ beta-arrestin complementation, luminescence | inhibition, % at 20 µM | 330,000 compounds, 0.32% hits;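 active means inhibition above about 40% at 20 µM, limit read from the data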;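 further: cells challenged with 10 nM apelin-13 agonist together with compound; plate controls were apelin-13 plus DMSO wells for no effect and DMSO wells lacking apelin-13 for full effect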
Target sequence (P35414 whole entry, looked up): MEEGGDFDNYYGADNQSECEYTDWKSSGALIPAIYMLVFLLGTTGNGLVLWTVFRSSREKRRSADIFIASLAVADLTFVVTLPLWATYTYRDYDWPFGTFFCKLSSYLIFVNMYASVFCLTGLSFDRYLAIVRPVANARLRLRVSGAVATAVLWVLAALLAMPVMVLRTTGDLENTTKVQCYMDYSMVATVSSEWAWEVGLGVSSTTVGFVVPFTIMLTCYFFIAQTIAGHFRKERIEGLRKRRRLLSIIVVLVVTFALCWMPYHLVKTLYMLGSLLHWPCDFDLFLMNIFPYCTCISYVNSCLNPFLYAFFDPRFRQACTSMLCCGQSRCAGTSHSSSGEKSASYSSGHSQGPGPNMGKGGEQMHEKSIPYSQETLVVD
APJ agonist = activates the human apelin receptor APJ | P35414 | CHO-K1 APJ PathHunter beta-arrestin, luminescence; 0% DMSO wells, 100% apelin | activation, % at 20 µM | 330,000 compounds, 0.11% hits;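 active means activation more than six SD over the plate average, tested at 20 µM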;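 further: 0% = DMSO alone and 100% = apelin-13 at 10 nM; some results filed as inactive read as strong as hits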
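Test system – PathHunter CHO-K1 APJ (AGTRL-1) beta-arrestin reporter cells · Input – 1000 cells/well · Compound – single test compound dose, 20 µM final, 1% DMSO · Times – compound stimulation 90 min at 25 °C, detection 60 min · Technique – beta-gal luminescence · Read-out basis – APJ–arrestin association signal · Control set – negative DMSO alone, positive Apelin-13 at 10 nM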
tim23-1 inh = tim23-1 yeast growth inhibition. inhibition, % at 20 µM. AID 463212. 330,000 compounds, 1.3% hits. S. cerevisiae tim23-1 growth, BacTiter-Glo luminescence, 24 h;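 active means growth inhibition of the mutant yeast at or above 50%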;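 further: temperature-sensitive mutant grown at 25 °C; plate controls were DMSO-treated mutant yeast for no effect and medium wells lacking yeast for full effect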
TIM10 inh = TIM10 yeast growth inhibition | 330,000 compounds, 1.4% hits | S. cerevisiae TIM10 strain growth, BacTiter-Glo luminescence, 24 h | inhibition, % at 10 µM;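 active means inhibition of 40% or more at the single tested concentration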;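 further: wild-type TIM10 isogenic control strain grown at permissive 25 °C; 0% = DMSO yeast wells and 100% = minimal medium wells without yeast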
CHOP UPR activ = apoptotic UPR (CHOP) activation; CHO-CHOP luciferase reporter, luminescence; percent of tunicamycin response over DMSO baseline; activation, % at 10 µM; 330,000 compounds, 0.34% hits; AID 449763;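 active means at 10 µM dose, activation of 40% or more, normalized to positive control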;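 further: 100% = tunicamycin at 10 µg/mL and 0% = DMSO alone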
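Material: CHO-CHOP cells, stable luciferase reporter of PERK-eIF2a-CHOP signalling; quantity: 500 reporter cells seeded per well; buffer or medium: F12 medium containing 10% fetal bovine serum; compound: one dose, 10 µM in 0.5% DMSO; incubation: 6 h compound treatment, 37 °C; measured by: Steady-Glo luciferase luminescence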
Active calls of the source: *; . = not tested or not shown. These rows are one share of the data; the hit share may differ from the screen's.

SMILES	tim10-1 inh	UPR XBP1 act	Mdm2-MdmX inh	CXCR6 block	APJ antagonist	APJ agonist	tim23-1 inh	TIM10 inh	CHOP UPR activ
CN(C(=O)COC(=O)c1cccc(S(=O)(=O)N(C)c2ccccc2)c1)C1CCCCC1	5	-3	5	-3	6	-6	28	8	-1.1
Cc1ccc(S(=O)(=O)N2CCCN(S(=O)(=O)c3ccccc3Br)CC2)cc1	22	1	13	-5	.	.	52*	2	1.6
CC1Cc2ccccc2N1Cc1ccc([N+](=O)[O-])cc1 (stereo not given)	6	-4	2	-3	-3	-1	19	8	1.2
Cc1cccc(C(=O)NNC(=O)CN2C(=O)c3ccccc3C2=O)c1	9	0	-1	-1	9	0	8	5	1.3
COc1ccc(OC)c(NC(=O)N2CCCc3ccccc32)c1	28	-3	7	-2	8	-6	39	9	-2.6
O=c1c([N+](=O)[O-])cccn1Cc1cccc(Cl)c1	20	0	-1	7	-7	-1	3	-5	0.6
CCOC(=O)C1CCCN(S(=O)(=O)c2cc(Br)cc3c2N(C(=O)C2CC2)CC3)C1 (stereo not given)	30	-2	-31	-4	3	-6	19	38	-1.0
CCOc1ccc2nc3sc(C(=O)N4CCOCC4)c(N)c3cc2c1	22	1	-32	-2	27	-5	4	-13	-0.1
O=C(NCCc1ccccn1)c1cncc(Br)c1	21	0	15	6	1	0	19	3	0.5
CC1CCN(C(=O)COC(=O)CCC(=O)c2ccc(F)cc2)CC1	-20	2	28	15	2	-5	-3	-9	0.3
Fc1ccc2cc(-c3ccccc3)ncc2c1	14	5	-11	-8	15	-3	40	17	4.6
CCOC(=O)CCc1c(C)nc(SCCN2CCCC2)c(C#N)c1C	18	-2	9	6	-3	4	26	8	-1.3
COc1ccc(NC(=O)Nc2ccc3c(c2)CC(=O)N([C@H](C)CO)C[C@@H](C)[C@H](CN(C)C(=O)Nc2ccccc2)O3)cc1	-8	1	-2	7	5	-2	2	3	0.2
Cc1ccccc1NC(=S)NC(NC(=O)N(C)C)C(Cl)(Cl)Cl (stereo not given)	7	-1	18	3	-5	-5	9	-12	0.5
Cc1cc(OC(C)C(=O)NCc2ccccn2)c2c(C)cc(=O)oc2c1 (stereo not given)	-7	-2	8	2	-2	-2	6	0	-0.5
Cc1ccc(S(=O)(=O)N(C)C)cc1NC(=O)COC(=O)COc1ccc2c(c1)CCC2	-3	-3	5	3	20	0	-6	-12	3.0
O=C(OCC(=O)c1cccs1)c1ccc(NC(=O)c2ccco2)cc1	0	5	-25	-15	0	-2	30	26	4.3
COc1ccccc1C(=O)NC(=S)/C=C1/N(C)c2ccccc2C1(C)C	36	1	24	8	2	1	51*	44*	4.9
CCSc1nc2ccccc2n1CCOc1ccccc1	37	3	-47	3	18	-4	10	20	3.8
COc1ccc2c(C)c(C(=O)N3CC[C@@H](N4CCC(O)CC4)[C@H](O)C3)oc2c1	5	-2	18	-6	-6	1	12	0	3.2
COc1ccc(S(=O)(=O)N2CCOC2CNC(=O)C(=O)NCCc2c[nH]c3ccccc23)cc1C (stereo not given)	11	-3	25	-5	11	9	8	-8	-0.6
COC(=O)C1=C(C)N=C2SC(C#N)=C(N)N2C1c1ccc(OC)cc1 (stereo not given)	1	-2	35	9	13	-3	0	6	-2.7
CCC(=O)N1N=C(c2ccc(NS(C)(=O)=O)cc2)CC1c1ccc(N(C)C)cc1 (stereo not given)	14	0	-37	9	-12	5	21	1	3.3
CCOC(=O)/C(C#N)=C\c1ccc(N2CCN(C)CC2)cc1	8	0	26	-2	-1	-1	14	5	5.5
O=C(c1ccccc1)N1CC(COc2ccccc2)OC(c2cccnc2)O1 (stereo not given)	-21	-1	-25	-10	6	5	-29	-30	0.3
CN(c1cccnc1)c1ncnc2[nH]ncc12	-14	-1	1	-5	9	2	3	-9	-0.4
O=C(Nc1ccccc1)C1=C[C@H](c2csc3ccccc23)C[C@H](OCc2ccc(CO)cc2)O1	5	4	45	9	6	4	22	2	-0.6
COc1ccc(OC)c(C(=O)NC(CC(N)=O)c2ccc(NCc3ccccn3)c([N+](=O)[O-])c2)c1 (stereo not given)	-11	0	13	6	-47	-1	1	3	0.8
Cc1ccc(CNC(=O)C2CCN(S(=O)(=O)N3CC(C)CC(C)C3)CC2)cc1 (stereo not given)	10	-3	7	1	24	0	15	14	-2.6
O=C(Nc1ccccc1)Nc1nnc(Cc2ccc(F)cc2)s1	31	-2	7	-31	-14	3	19	13	1.0
O=C(NCCc1ccccc1)C1CCN(C(=O)c2ccc([N+](=O)[O-])cc2)CC1	12	-2	13	-10	4	-3	11	6	0.6
CC(=O)N1CCN(S(=O)(=O)c2cccc(C(=O)NC3CCCC3)c2)CC1	11	1	9	3	-2	4	1	1	-1.5
CC(C)C(=O)Nc1nnc(SCC(=O)NCc2cccs2)s1	10	1	22	6	10	-5	0	4	-1.0
CC12CCC(C(=O)Nc3cc(Cl)ccc3Cl)(C(Br)C1=O)C2(C)C (stereo not given)	3	-5	6	-8	-14	-3	35	-2	-1.4
O=C(C/C=N/OCc1ccccc1F)c1cnc(-c2ccc(Cl)cc2)s1	13	-1	1	12	7	-3	9	0	-1.0
CCCN1C(=S)SC(C)(C)C1/[N+]([O-])=C/c1cccnc1 (stereo not given)	19	2	-37	-2	3	1	7	-4	-0.5

5 structures from above, ordered by length of the SMILES, ascending.
SMILES	tim10-1 inh	UPR XBP1 act	Mdm2-MdmX inh	CXCR6 block	APJ antagonist	APJ agonist	tim23-1 inh	TIM10 inh	CHOP UPR activ
CC(C)C(=O)Nc1nnc(SCC(=O)NCc2cccs2)s1	10	1	22	6	10	-5	0	4	-1.0
O=C(c1ccccc1)N1CC(COc2ccccc2)OC(c2cccnc2)O1 (stereo not given)	-21	-1	-25	-10	6	5	-29	-30	0.3
CC12CCC(C(=O)Nc3cc(Cl)ccc3Cl)(C(Br)C1=O)C2(C)C (stereo not given)	3	-5	6	-8	-14	-3	35	-2	-1.4
O=C(NCCc1ccccc1)C1CCN(C(=O)c2ccc([N+](=O)[O-])cc2)CC1	12	-2	13	-10	4	-3	11	6	0.6
O=C(Nc1ccccc1)C1=C[C@H](c2csc3ccccc23)C[C@H](OCc2ccc(CO)cc2)O1	5	4	45	9	6	4	22	2	-0.6

(list continues)
molecule	tim10-1 inh	UPR XBP1 act	Mdm2-MdmX inh	CXCR6 block	APJ antagonist	APJ agonist	tim23-1 inh	TIM10 inh	CHOP UPR activ
CN(C)c1ccc(C(=S)N2CCCCCC2)cc1	31	-5	-11	-5	2	1	2	14	-3.9
N#CCCN(C(=O)CN1CCN(S(=O)(=O)c2ccc(Cl)s2)CC1)c1ccc(F)cc1	0	-2	-4	-4	15	-3	-2	3	0.7
COc1ccccc1NS(=O)(=O)c1ccc(C(=O)NCC(c2cccs2)N2CCOCC2)cc1 (stereo not given)	-9	-4	19	-2	7	-2	-4	8	1.7
COc1cccc(CNS(=O)(=O)c2cc(-c3cc(C)no3)ccc2C(C)C)c1	20	-5	7	11	-26	-2	33	18	-1.8
CCOC(=O)C1=C(c2ccccc2)NC(=O)NC1c1ccc(N(C)C)cc1 (stereo not given)	11	2	19	-6	8	-3	12	-5	-1.9
Cc1cc(S(=O)(=O)N2CCN(C(=O)c3ccco3)CC2)ccc1F	11	-3	9	-4	-20	-2	19	-2	0.9
CCOc1ccc(CCNC(=O)COC(=O)COc2cc(C)cc(C)c2)cc1OCC	-11	-2	4	-11	-8	-2	15	-2	0.2
CCOC(=O)C1=C(CC)Nc2ccccc2N=C1NC(=O)c1ccc(OC)c(S(=O)(=O)N2CCCCC2C)c1 (stereo not given)	23	-1	25	3	-1	-2	13	9	1.3
CCCCNc1nc(Nc2ccc(C)c(Cl)c2)c2cnn(C)c2n1	15	-1	3	-4	-26	-2	14	1	-1.6
COc1ccccc1/C=C/C=C1N=C(/C=C/c2ccc(Cl)cc2)OC/1=O	30	-1	-10	5	5	-1	22	7	1.7
O=C(NC1CCS(=O)(=O)C1)c1cccnc1 (stereo not given)	-10	-3	-4	.	-6	-1	1	-13	0.9
COc1ccc(OC)c(C(=O)NC(CC(N)=O)c2ccc(NCCN3CCCCC3)c([N+](=O)[O-])c2)c1 (stereo not given)	-1	-1	14	2	13	1	6	3	3.7
Cn1c(CNC(=O)c2ccco2)nnc1SCC(=O)Nc1ccc(Cl)cc1	32	2	-3	-9	-19	0	17	7	4.4
CSCCNC(=O)c1ccc2nc(Cc3ccccc3F)oc2c1	0	0	-57	-7	19	-3	18	-10	7.1
CC(/C=N/NC(=O)c1ccncc1)=C\c1ccccc1	2	2	-7	-1	7	-1	10	5	4.6
CCc1ccc(OCC(=O)Nc2ccc(-c3cc4ccccc4oc3=O)c(OC)c2)cc1	-1	0	26	-3	-14	-2	-11	0	4.4
CSc1ccc(-c2nc(O)c3cnccn23)cc1	12	1	6	-3	-4	-1	2	12	-0.2
Cc1ccc(C2C3=C(CC(C)(C)CC3=O)Nc3onc(C)c32)cc1 (stereo not given)	20	-5	17	7	16	-5	14	0	-3.1
CCN1C(=O)C(O)(CC(=O)c2cc(C)ccc2C)c2ccccc21 (stereo not given)	24	3	-4	0	3	-1	-1	5	-2.5
O=C(Nc1ccon1)c1cc2c(s1)CCCCCC2	52*	4	-123	1	15	-3	43	33	4.9
Cc1ccc(C)c(SCC(=O)NC(=O)NC2CCCC2)c1	8	-3	31	0	9	-3	20	1	1.4
S=C(Nc1cccc(Br)c1)N1CCn2cccc2C1c1cccnc1 (stereo not given)	11	-1	14	-5	-6	-1	14	1	0.1
